High-throughput results from PubChem.
EPAC2 antag – antagonists of human EPAC2; AID 720708; Q8WZA2; Potency, µM (top dose mostly 114 µM), without a hit: at the highest dose activity, negative = inhibition, usual class: inhibitors; hit rate 0.18% among 360,000; EPAC2 GEF exchange of Rap1B-BODIPY-GDP, fluorescence; note: % is set by controls: 0 for no effect and ±100 for the full control effect; nearly all actives have a fitted effect of over 45% in size; many of its hits are not listed in these tables
Target sequence (Q8WZA2 whole entry, looked up): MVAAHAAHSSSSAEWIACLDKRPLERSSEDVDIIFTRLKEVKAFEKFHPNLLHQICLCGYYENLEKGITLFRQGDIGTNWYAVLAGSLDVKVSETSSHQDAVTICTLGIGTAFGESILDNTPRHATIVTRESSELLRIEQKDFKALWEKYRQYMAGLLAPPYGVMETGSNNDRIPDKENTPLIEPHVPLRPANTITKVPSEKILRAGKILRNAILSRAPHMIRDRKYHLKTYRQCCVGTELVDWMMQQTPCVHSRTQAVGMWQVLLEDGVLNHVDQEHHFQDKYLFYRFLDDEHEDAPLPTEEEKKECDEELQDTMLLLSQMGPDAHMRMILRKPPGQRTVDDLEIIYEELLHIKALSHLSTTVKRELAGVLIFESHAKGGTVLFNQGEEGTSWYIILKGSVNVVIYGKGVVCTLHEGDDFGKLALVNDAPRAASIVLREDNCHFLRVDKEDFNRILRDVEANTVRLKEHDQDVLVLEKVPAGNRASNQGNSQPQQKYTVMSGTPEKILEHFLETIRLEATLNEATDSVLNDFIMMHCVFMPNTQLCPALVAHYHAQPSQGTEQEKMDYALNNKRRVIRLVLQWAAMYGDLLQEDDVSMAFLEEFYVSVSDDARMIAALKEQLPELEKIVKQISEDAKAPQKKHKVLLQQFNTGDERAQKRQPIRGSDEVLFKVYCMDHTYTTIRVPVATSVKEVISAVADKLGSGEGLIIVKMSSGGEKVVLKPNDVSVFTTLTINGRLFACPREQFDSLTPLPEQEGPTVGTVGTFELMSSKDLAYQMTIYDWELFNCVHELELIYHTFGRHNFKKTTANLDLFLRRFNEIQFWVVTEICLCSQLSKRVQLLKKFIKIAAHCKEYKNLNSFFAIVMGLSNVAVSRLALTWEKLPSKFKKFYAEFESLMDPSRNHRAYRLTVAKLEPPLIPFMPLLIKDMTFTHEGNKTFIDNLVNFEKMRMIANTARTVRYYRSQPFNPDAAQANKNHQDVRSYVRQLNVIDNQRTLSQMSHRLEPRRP
Nrf2 inh – inhibitors of Nrf2 signaling; A549 ARE-Fluc reporter, luciferase luminescence, 18-24 h; Potency, µM (titrated, usually from 46 µM), for the others: at the top dose activity change, negative = inhibition, most hits filed as inhibitors; hit rate 2.1% among 360,000; note: % is set by controls: 0 for no effect and ±100 for the full control effect; nearly all actives have a fitted effect of over 60% in size
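A549 ARE_Fluc cells (5000/well, 5% FBS OPTI-MEM) pre-incubated 2 h, then treated with compounds 18-24 h at 37C/5% CO2 in concentration-response. CellTiter-Fluor viability read first; BugLite luciferase luminescence after 15 min at room temperature gives Nrf2 activity.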
ATXN viability – viability counter-screen for ATXN expression inhibitors; S2 cells (HEK-293 line with an ATXN2-luciferase reporter) viability, CellTiter-Fluor protease fluorescence, 24 h; Potency, µM (top dose mostly 56.7 µM), actives largely listed as cytotoxic; hit rate 0.49% among 400,000; AID 651635; note: nearly all actives have a fitted effect of over 40% in size
A549 tox – counter-screen for Nrf2 inhibitors: cytotoxicity in A549 cells; A549 ARE-Fluc cells, CellTiter-Fluor viability, 18-24 h; hit rate 0.16% among 390,000; Potency, µM (highest dose often 46 µM), for the others: at the highest dose activity change, negative = cytotoxicity, most hits filed as inhibitors; note: % is set by controls: 0 for no effect and ±100 for the full control effect
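Cytotoxicity counterscreen: CellTiter-Fluor fluorescence was measured in A549 ARE_Fluc cells after 18-24 h of compound exposure in a concentration series. The subsequent BugLite luminescent read reports ARE-luciferase activity.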
HepG2 viability – HepG2 cytotoxicity, counter-screen for TGF-b inhibitors; HepG2 CAGA-GFP viability, ATP luminescence, 18 h; Potency, µM (highest dose often 46.1 µM), inactives show at the top dose activity change, negative = cytotoxicity, actives largely listed as cytotoxic; hit rate 0.76% among 410,000; note: some results filed as inactive show a strong effect at the top dose
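CellTiter-Glo luminescence gave cytotoxicity after 18 hours at 37 degrees C. The cells were HepG2 CAGA-GFP in 1% FBS DMEM, stimulated with 500 pg/mL TGF-beta after compound addition. %Activity was normalised to no-cell wells (complete cell-killing) and DMSO (no toxicity), and curves were fitted and classified.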
ATXN2 expr inh – inhibitors of ATXN2 expression; Potency, µM (highest dose often 57 µM), for inactives: at the highest dose activity change, negative = inhibition, most hits filed as inhibitors; AID 1745845; HEK-293 ATXN2-luciferase reporter, luminescence, 24 h; hit rate 0.72% among 360,000; note: % is set by controls: 0 for no effect and ±100 for the full control effect; nearly all actives have a fitted effect of over 55% in size
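ATXN2-luciferase reporter cells (luciferase flanked by upstream and downstream ATXN2 gene portions) were treated 24 h at 37 °C with compounds at up to 57 uM. SteadyGlo luminescence gave expression; GF-AFC fluorescence gave viability.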
MCF10A rereplic – inducers of DNA re-replication in MCF 10A breast cells; MCF 10A DNA re-replication, Hoechst nuclear intensity, 48 h; Potency, µM (highest dose often 46.1 µM), for inactives: at the highest dose activity, positive = re-replication, usual class: activators; hit rate 2.9% among 350,000; AID 624296; note: % of control where 0% means no effect; nearly all actives have a fitted effect of over 50% in size
TGFb SMAD3 inh – blocks TGF-b signaling; AID 588855; hit rate 1.2% among 410,000; HepG2 CAGA-GFP TGF-b/SMAD3 reporter, GFP fluorescence, 18 h; TGF-beta stimulated, 500 pg/mL final; Potency, µM (top dose mostly 46.1 µM), for the others: at the top dose activity, negative = inhibition, usual class: inhibitors; note: % is set by controls: 0 for no effect and ±100 for the full control effect; nearly all actives have a fitted effect of over 65% in size
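Cell-based qHTS in HEPG2 carrying a CAGA-GFP Smad reporter; compounds added before 500 pg/mL final TGF-beta, 18 h incubation at 37 degrees C, GFP fluorescence quantified per cell by imaging cytometry.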
Nrf2 ARE act – activates Nrf2 signaling; AREc32 ARE-luciferase reporter (MCF7-derived line), luminescence, 24 h; Potency, µM (doses to about 46.1 µM), for the others: at the top dose activation, usual class: activators; hit rate 0.31% among 410,000; AID 624171; note: % of control where 0% means no effect; nearly all actives have a fitted effect of over 65% in size
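ARE activation measured as luciferase luminescence (Steady-Glo, 30 min RT) in AREc32_Fluc cells after 24 hr compound exposure at 37 deg C, 5% CO2; cells seeded overnight at 1000/well in OPTI-MEM, 5% FBS.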
Numbers without * were called inactive; i = inactive; ? = inconclusive; / = no result given; [ ] = remark or other dose. Calls come from the whole dose curve; as a rule, active = well fitted curve in the direction sought with a large enough effect; inconclusive = small, poorly fitted or top-dose-only effect, or another doubt; inactive = no such curve, though single readings can be large; an effect the other way counts as inactive or inconclusive. Potency is the fitted concentration of half-maximal effect. Some of the compounds tested; rates above refer to the full screens.

SMILES	EPAC2 antag	Nrf2 inh	ATXN viability	A549 tox	HepG2 viability	ATXN2 expr inh	MCF10A rereplic	TGFb SMAD3 inh	Nrf2 ARE act
Cc1ccc(C)c(NS(=O)(=O)c2ccc3c(c2)n(C)c(=O)n3C)c1	/	/	i	7%	-9%	5%	/	11%	4.7%
CCOC(=O)CSc1nc2cc3c(cc2cc1C#N)OCO3	9%	?	i	-4%	54%	64%[activator]	8%	-37%	2.6%
Clc1ccccc1OCCn1cnc2ccccc21	-3%	?	i	7%	3%	23%	-9%	-3%	2.6%
O=C(CCCn1c(=O)c2cccn2c2cccnc21)Nc1ccccc1C(F)(F)F	/	-10%	/	1%	-18%	/	/	1%	2.7%
O=C(COC(=O)c1ccc([N+](=O)[O-])o1)NC1CCCC1	0%	2%	?	?	4%	5%	-1%	-14%	0.4%
COc1ccc(NC2CCCN(C(=O)CCc3scnc3C)C2)cc1 (stereo not drawn)	-2%	-9%	i	-2%	-3%	-3%	-2%	-20%	-1.7%
CCCCc1cc(=O)oc2cc(OCC(=O)Nc3cccnc3)c(Cl)cc12	6%	4%	/	-4%	3%	/	3%	0%	-0.2%
CCOCCCNC(=S)NCCNc1nc2ccc(C)cc2cc1C#N	-7%	15%	/	-2%	-28%	-9%	?	-7%	2.0%
COc1ccc(C(=O)N2CCC(C(=O)Nc3ccccc3Cl)CC2)cc1	/	9%	i	-11%	5%	1%	/	7%	0.2%
CCOC(=O)c1ccc(NC(=O)CSc2nnc(COc3ccccc3)n2C)cc1	14%	/	i	1%	9%	4%	11%	13%	-0.6%
CCN1CCN(S(=O)(=O)c2c(C)[nH]c(C)c2C(=O)N2CCCCC2)CC1	-8%	2%	i	-1%	-2%	16%	0%	8%	-0.1%
O=C(/C=C/c1ccc2ccccc2n1)N1CCN(c2ccccc2)CC1	2%	?	i	1%	-8%	-3%	-8%	-18%	10%
CC(C)(C)c1ccc(-c2cnco2)cc1	8%	16%	i	0%	4%	3%	-1%	9%	0.2%
O=C(Nc1ccc(Br)cc1)c1ccccc1Br	-29%	?	i	8%	-2%	-6%	5%	15%	6.8%
COc1ccc(-c2nc3ccccc3o2)cc1NC(=O)c1cc([N+](=O)[O-])ccc1N1CCOCC1	/	1%	?	-4%	-1%	14%	/	-19%	-1.1%
COc1cccc(CN2C(=O)c3cccc(N)c3C2=O)c1	-11%	-26%	/	?	-4%	-10%	18µM*	0%	-0.2%
O=C(CSc1nnc2scc(-c3ccccc3)n12)Nc1ccc2c(c1)OCCO2	-4%	?	i	-16%	-7%	-7%	14%	-11%	2.1%
Cc1nnc2n(Cc3ccccc3)c(=O)c3c4c(sc3n12)COC(C)(C)C4	1%	0%	i	14%	-1%	3%	-4%	-16%	0.1%
Cc1ccc2[nH]c(=O)c(CN(CCCN(C)C)C(=O)Nc3ccc(Cl)cc3)cc2c1	1%	8%	?	-8%	-24%	?	7%	23%	0.1%
Nn1c(SCC(=O)NNC(=O)c2ccccc2)nnc1-c1ccccc1F	0%	8%	i	-2%	-1%	-6%	-1%	11%	-0.3%
CCCCC(=O)Nc1ccc(Br)cn1	9%	7%	i	2%	-11%	8%	-7%	-4%	-0.7%
Nc1nc(-c2ccccc2)cc(C(F)(F)F)n1	-9%	/	i	16%	-3%	-16%	1%	-3%	0.1%
CC(=O)c1cccc(NC(=O)CCC(=O)c2ccc(F)cc2)c1	-12%	4%	i	12%	-6%	-19%	0%	-5%	-0.4%
O=S(=O)(Nc1ccc(-c2ccc3nncn3n2)cc1)c1ccc(Cl)s1	7%	?	i	-8%	-32%	-2%	11%	4%	3.8%
COc1ccc(C2C3=C(CCCC3=O)Nc3c(-c4ccccc4)c(C)nn32)cc1 (stereo not drawn)	36%[activator]	-8%	i	-16%[1.84 µM]	-31%	21%	3%	-5%	4.4%

Another view of 5 compounds above.
Every second line gives: EPAC2 antag	Nrf2 inh	ATXN viability	A549 tox	HepG2 viability	ATXN2 expr inh	MCF10A rereplic	TGFb SMAD3 inh	Nrf2 ARE act
- O=C(CCCn1c(=O)c2cccn2c2cccnc21)Nc1ccccc1C(F)(F)F
 : /	-10%	/	1%	-18%	/	/	1%	2.7%
- O=C(COC(=O)c1ccc([N+](=O)[O-])o1)NC1CCCC1
 : 0%	2%	?	?	4%	5%	-1%	-14%	0.4%
- COc1ccc(NC2CCCN(C(=O)CCc3scnc3C)C2)cc1 (stereo not drawn)
 : -2%	-9%	i	-2%	-3%	-3%	-2%	-20%	-1.7%
- CCCCc1cc(=O)oc2cc(OCC(=O)Nc3cccnc3)c(Cl)cc12
 : 6%	4%	/	-4%	3%	/	3%	0%	-0.2%
- CCOCCCNC(=S)NCCNc1nc2ccc(C)cc2cc1C#N
 : -7%	15%	/	-2%	-28%	-9%	?	-7%	2.0%

Returning to the listing with the three entries that preceded the break.
SMILES	EPAC2 antag	Nrf2 inh	ATXN viability	A549 tox	HepG2 viability	ATXN2 expr inh	MCF10A rereplic	TGFb SMAD3 inh	Nrf2 ARE act
CC(=O)c1cccc(NC(=O)CCC(=O)c2ccc(F)cc2)c1	-12%	4%	i	12%	-6%	-19%	0%	-5%	-0.4%
O=S(=O)(Nc1ccc(-c2ccc3nncn3n2)cc1)c1ccc(Cl)s1	7%	?	i	-8%	-32%	-2%	11%	4%	3.8%
COc1ccc(C2C3=C(CCCC3=O)Nc3c(-c4ccccc4)c(C)nn32)cc1 (stereo not drawn)	36%[activator]	-8%	i	-16%[1.84 µM]	-31%	21%	3%	-5%	4.4%
COc1cc2c(cc1OC)N1C(=O)CC(OCC(=O)O)C3C4CC5(CCN5C(=O)C4=O)C2C31 (stereo not drawn)	-4%	5%	i	-4%	3%	-6%	?	30%	0.2%
CCOC(=O)N1CCc2c(sc3c2C(=O)NC(c2cc(OC)c(OC)c(OC)c2)N3)C1 (stereo not drawn)	/	-1%	/	-7%	-52%	/	/	1%	0.8%
COCCNCCOc1ccc(C)cc1[N+](=O)[O-]	0%	-5%	i	1%	-1%	-9%	-3%	5%	-0.2%
Cc1cccc(NS(=O)(=O)c2ccc(Br)s2)n1	5%	-17%	i	5%	0%	1%	0%	-18%	-1.0%
Cc1nnc2ccc(-c3ccc(NS(=O)(=O)c4ccccc4F)cc3)nn12	-11%	?	i	4%	-16%	37%	/	15%	25%
O=C(COC(=O)Cn1[nH]c(=O)c2ccccc2c1=O)Nc1ccc2c(c1)OCO2	-3%	-11%	?	-2%	-23%	2%	0%	-5%	-0.9%
O=C(NC(=S)Nc1ccccc1C(=O)O)c1ccc(-c2ccc(Br)cc2)o1	-12%	?	i	?	-31%	6%	-15%	-5%	6.3%
Fc1ccc2nncc(SCc3ccccc3Cl)c2c1	-22%	5%	i	13%	-3%	6%	18µM*	1%	5.6µM*
CCOC(=O)C1(CCOc2ccccc2)CCN(Cc2ccc(C)o2)CC1	4%	10%	?	0%	-44%	-11%	-7%	7%	-0.2%
COc1cc(NC(=S)Nc2ccc3c(c2)OCCO3)cc(OC)c1OC	-1%	21%	?	0%	5%	24%	1%	-3%	0.2%
CC(C)CN1CCN(Cc2cnc(N3CCOCC3)s2)CC1CCO (stereo not drawn)	9%	-9%	i	-4%	4%	-8%	-2%	13%	-0.5%
Cn1cc(-c2ccc3c(c2)OCO3)c2ccccc21	-9%	/	i	/	-29%	30%[activator]	/	-25%	6.1%
Cc1cccc(NC(=O)CSc2nc(=O)n(Cc3ccccn3)c3c2CCC3)c1C	/	/	i	1%	1%	-7%	/	-47%	-0.3%
Cc1ccc(CNC(=O)C2CCC(=O)N2Cc2ccccc2Cl)cc1 (stereo not drawn)	2%	13%	i	-1%	0%	1%	3%	-6%	-0.4%
CCC(=O)N1c2ccccc2CC1C(=O)NCCN1CCN(c2cc(Cl)ccc2C)CC1 (stereo not drawn)	/	/	i	-11%	-32%	-8%	/	-14%	1.0%
NC(=O)C1CCN(C(=O)c2cc3c(s2)CCCCC3)CC1	1%	13%	?	-2%	-1%	38%[activator]	0%	?	0.5%
O=C1CN(C(=O)c2cc3ccccc3oc2=O)C(c2ccc(F)cc2)c2cc(Br)ccc2N1 (stereo not drawn)	8%	9%	i	-4%	-5%	1%	2%	-9%	4.4%
COc1ccc(/C=N/N2CCN(Cc3ccccc3)CC2)cc1	-17%	?	i	-5%	-17%	/	-3%	-20%	1.6%
COc1ccc(/C=C2\Oc3cc(OCC(=O)N4CCC[C@H]4C(=O)O)ccc3C2=O)c(OC)c1OC	-13%	7%	?	?	-11%	8%	-5%	-2%	0.5%
Oc1c(C(c2ccc(Cl)cc2)N2CCCC2)cc(Cl)c2cccnc12 (stereo not drawn)	-27%	2%	i	?	6%	/	23%	4%	0.3%
Cc1cc(C(=O)CS(=O)(=O)c2ccc(F)cc2)cc(C)c1O	-2%	15%	i	-12%	-14%	43%[activator]	-3%	4%	2.0%
CC(C)c1ccccc1NC(=O)Cn1c(/C=C/c2ccccc2)nc2ccccc21	6%	7%	?	2%	13µM*	-15%	10µM*	10µM*	5.1%
CCOC(=O)C1C(=O)Nc2nc3ccccc3n2C1C(C)C (stereo not drawn)	10%	0%	i	1%	3%	9%	-3%	?	-0.1%
CC(=O)OC(C(=O)NC1CCCCC1)c1ccccc1F (stereo not drawn)	-9%	-2%	i	7%	-10%	1%	2%	3%	1.5%
O=C(CCc1nnc2n(Cc3ccc(Cl)cc3)c(=O)c3ccccc3n12)N1CCN(c2ccccn2)CC1	21%	?	i	-11%	2%	2%	-3%	17%	0.0%
COC(=O)c1ccccc1S(=O)(=O)N1CCC(C(=O)N(C)CCOc2ccccc2)CC1	5%	16%	i	4%	-2%	1%	3%	3%	0.3%
C[C@H](CO)N1C[C@H](C)[C@@H](CN(C)S(=O)(=O)c2ccccc2F)Oc2ncc(C#Cc3cccnc3)cc2C1=O	-10%	/	i	/	-17%	5%	/	-8%	-0.9%
CCOC(=O)c1cnn(-c2ccccc2)c1-n1cccc1C(=O)C(=O)N(CC)CC	-8%	1%	?	1%	27%	/	-7%	-6%	-0.6%
